ASK1 primary: ASK1 kinase inhibitors, primary screen, biochemical, AlphaScreen; AlphaScreen MKK6 phosphorylation by ASK1, luminescence; AID 1159602, 2016; inhibition, % at 7.44 µM; Mitogen-activated protein kinase kinase kinase 5 (Homo sapiens), Q99683; hit rate 0.99% among 22,000; in the data active = inhibition above about 35%;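 also: 0% = median of compound wells and 100% = no enzyme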
ULK1 inh: ULK1 kinase inhibitors, primary screen, biochemical, AlphaScreen. hit rate 1.9% among 30,000. Serine/threonine-protein kinase ULK1 (Homo sapiens), O75385. AlphaScreen Atg13 phosphorylation by ULK1, luminescence. AID 1259251, 2017. inhibition, % at 5.96 µM; in the data active = inhibition above about 43%;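 also: 0% = median of compound wells and 100% = no enzyme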
Target sequence (O75385 whole entry, looked up): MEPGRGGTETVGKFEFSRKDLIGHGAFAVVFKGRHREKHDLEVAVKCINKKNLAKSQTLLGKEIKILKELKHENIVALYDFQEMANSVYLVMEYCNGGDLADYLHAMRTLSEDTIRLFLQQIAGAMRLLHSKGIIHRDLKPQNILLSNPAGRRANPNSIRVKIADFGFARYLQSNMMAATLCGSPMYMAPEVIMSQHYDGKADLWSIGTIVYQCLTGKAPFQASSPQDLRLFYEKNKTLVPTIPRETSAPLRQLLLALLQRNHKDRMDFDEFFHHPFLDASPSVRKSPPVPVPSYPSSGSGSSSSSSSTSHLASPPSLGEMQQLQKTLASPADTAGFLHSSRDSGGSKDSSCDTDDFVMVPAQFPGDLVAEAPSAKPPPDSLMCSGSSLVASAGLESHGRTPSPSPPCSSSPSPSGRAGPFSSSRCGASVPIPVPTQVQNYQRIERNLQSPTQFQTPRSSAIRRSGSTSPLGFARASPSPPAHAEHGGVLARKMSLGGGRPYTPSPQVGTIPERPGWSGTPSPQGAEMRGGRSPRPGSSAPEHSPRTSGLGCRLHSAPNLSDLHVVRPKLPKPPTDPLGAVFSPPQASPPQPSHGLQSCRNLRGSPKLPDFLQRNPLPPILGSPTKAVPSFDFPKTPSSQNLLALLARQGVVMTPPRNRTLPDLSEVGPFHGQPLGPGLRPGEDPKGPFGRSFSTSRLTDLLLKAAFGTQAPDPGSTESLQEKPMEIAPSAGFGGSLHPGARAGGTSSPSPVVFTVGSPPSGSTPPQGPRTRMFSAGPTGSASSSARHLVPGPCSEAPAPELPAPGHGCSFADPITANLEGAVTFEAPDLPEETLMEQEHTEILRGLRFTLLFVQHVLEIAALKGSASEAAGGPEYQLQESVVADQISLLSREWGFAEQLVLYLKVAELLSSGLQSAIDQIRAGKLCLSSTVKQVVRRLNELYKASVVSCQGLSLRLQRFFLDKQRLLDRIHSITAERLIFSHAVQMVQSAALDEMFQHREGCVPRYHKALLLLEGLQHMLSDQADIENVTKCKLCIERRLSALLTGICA
Active calls of the source: *; . = not tested or not shown. Random draw from the library. Share with any hit: about 2.6%.

# | molecule | ULK1 inh | ASK1 primary
1 | c1ccc(CN2CCC(Nc3ccnc(NCc4ccc5c(c4)OCO5)n3)CC2)cc1 | -4 | 26
2 | CS(=O)(=O)c1cccc(N2CCN(CC3CCCCC3)C2=O)c1 | 8 | .
3 | COc1cccc(OCc2nc3c(OC)cc(-c4cn[nH]c4)cc3c(=O)[nH]2)c1 | -1 | 10
4 | CC1(C)Cc2cccc(OCc3ccc(C(=O)Nc4nccs4)cc3)c2O1 | -10 | .
5 | c1cc(N2CCOCC2)ccc1Nc1nc(N2CCC(N3CCOCC3)CC2)nc2c1ncn2C1CCCCC1 | 42 | 20
6 | CC(C)n1cnc2c(Nc3ccc(N4CCOCC4)cc3)nc(-c3ccc(C(=O)NC4CC4)cc3)nc21 | 23 | 19
7 | CC(C)N(CCNc1ncnc2c1nc(-c1ccc(N3CCOCC3)nc1)n2C(C)C)C(C)C | -4 | 8
8 | COc1ccc(-c2cccc(C(=O)NC3CCN(Cc4ccccc4)CC3)n2)cn1 | 13 | 5
9 | O=C(c1ccc(-c2cnn(-c3ccc(Cl)cc3)c2)nc1)N1CCOCC1 | -5 | .
10 | CN1CCN(c2ccc(-c3nc(NC4CCN(Cc5ccccc5)CC4)c4ncn(-c5ccccc5)c4n3)cc2)CC1 | -17 | 32
11 | COc1ccc(CCNC(=O)c2cccc(Nc3nc4ccccc4n3C)n2)cc1 | -21 | 10
12 | O=C(NC1CC1)c1ccnc(NC2CCN(Cc3ccccc3)CC2)c1 | -3 | -13
13 | O=C(NCCc1ccc(O)cc1)c1ccc2nc(Br)sc2c1 | 15 | 5
14 | CC(C)n1cnc2c(NCc3cccnc3)nc(Nc3ncccn3)nc21 | -1 | -3
15 | COc1cccc2cc(-c3csc(NC(=O)Cc4ccc(F)cc4)n3)oc12 | -2 | .
16 | Nc1nc(NCc2ccccc2)cc(Nc2nccc3ccccc23)n1 | -18 | 2
17 | c1ccc(Nc2cc(-c3csc4ccccc34)ncn2)cc1 | -11 | -10
18 | COc1ccc(-c2nc(Nc3ccc(N4CCOCC4)cc3)c3ncn(C4CCCCC4)c3n2)cc1 | 35 | -7
19 | O=C(NC1CC1)c1cccc(Nc2cccnc2)c1 | 1 | -12
20 | O=C(OCC(O)CO)c1ccccc1Nc1ccnc2cc(Cl)ccc12 (configuration not stated) | -17 | .
21 | C#CCN1CCN(c2c(Cl)cccc2NC(=O)c2ccc([N+](=O)[O-])o2)CC1 | 6 | 2
22 | COCCNC(=O)c1ccc2c(c1)CC(c1nc3ccc(-c4cn[nH]c4)cc3c(=O)[nH]1)CO2 (configuration not stated) | 23 | 28
23 | CCCNc1nc(Nc2ccccc2)nc2nc[nH]c12 | 32 | -3
24 | CCNC(=O)Cn1c(CO)cnc1SCc1ccc(C(=O)OC)cc1 | 0 | .
25 | COc1ccc(Cl)cc1N(CC(=O)NCc1cccnc1)S(C)(=O)=O | 10 | .
26 | CCNc1nccc(Nc2ccc3c(c2)OCO3)n1 | -4 | -5
27 | COc1cc(Nc2nc(Nc3ccc4ncccc4c3)nc3c2ncn3-c2ccccc2)cc(OC)c1OC | 5 | 7
28 | Cc1cnc(NC2CCN(Cc3ccccc3)CC2)nc1NCc1cccnc1 | 8 | 13
29 | O=C(NCc1ccccc1)c1cnc(NC2CCN(Cc3ccccc3)CC2)s1 | 5 | -4
30 | Cn1c(=O)[nH]c(N2CCC3(CC2)OCCO3)c(Cc2ccc(Br)cc2)c1=O | -13 | .
31 | CC(C)n1cnc2c(Nc3ccc(N4CCOCC4)cc3)nc(-c3ccccc3)nc21 | 12 | 5
32 | c1ccc(-c2nc3ncnc(NC4CC4)c3[nH]2)cc1 | 7 | 6
33 | Cc1cnc(Nc2ncccn2)nc1Nc1ccc(Oc2ccccc2)cc1 | -7 | -8
34 | COC(CNc1cc(-c2ccccc2)nc(-c2ccccn2)n1)OC | -22 | .
35 | Cc1noc(C)c1-c1nc(NCCO)c2ncn(C3CCCCC3)c2n1 | -12 | -15
36 | O=C(NCc1ccccc1)c1cccc(-c2cccs2)c1 | 6 | 9
37 | NC(=O)c1ccc(-c2nc(NCCCN3CCCC3=O)c3[nH]cnc3n2)cc1 | 1 | -2
38 | c1cncc(CNc2nc(N3CCC(N4CCOCC4)CC3)nc3c2ncn3-c2ccsc2)c1 | -9 | -5
39 | CC1(C)S[C@@H]2[C@H](NC(=O)[C@H](C(=O)O)c3ccsc3)C(=O)N2[C@H]1C(=O)O | -6 | .
40 | Cc1nn(C(=O)c2ccc(Br)cc2)c(C)c1S(=O)(=O)N1CCCC1 | -17 | .
41 | COc1ccc(-c2nc(NCCc3ccc(O)cc3)c3ncn(Cc4ccc(C(F)(F)F)cc4)c3n2)cc1 | -67 | 1
42 | O=C(N/N=C/c1ccc([N+](=O)[O-])cc1)C1(C(=O)N/N=C/c2ccc([N+](=O)[O-])cc2)CCC1 | 4 | .
43 | O=C(/C=C/c1cccc(Cl)c1)Nc1ccc2[nH]ncc2c1 | 6 | 5
44 | O=C(NC1CC1)c1ccc(-c2nc(NCCOc3ccccc3)c3ncn(-c4ccsc4)c3n2)cc1 | 1 | 22
45 | Cc1ncc(C[n+]2csc(CCO)c2C)c(N)n1 | 14 | .
46 | O=C(NCCc1ccc(O)cc1)c1ccnc(Nc2ccc3ncccc3c2)c1 | -6 | -17
47 | O=C(NCc1nc2ccccc2[nH]1)C1CCN(c2ccc(Nc3ccccc3)nn2)CC1 | 6 | -3
48 | COc1ccc(-c2ncc(C)c(NCCN3CCOCC3)n2)cc1 | 4 | -7
49 | COc1cccc(N=C2NC(=O)/C(=C/c3ccc(O)c(OC)c3)S2)c1 | -5 | .
50 | CCCc1nnc(-c2cc3ccccc3n2Cc2ccccc2F)o1 | 5 | .

The listing continues.
# | molecule | ULK1 inh | ASK1 primary
51 | Cc1nc(C)n(-c2ccc(Nc3ncc(F)c(-c4cc(C#N)cc(N5CCOCC5)c4)n3)cc2)n1 | 8 | 0
52 | c1ccc(CNc2nc(-c3ccncc3)nc3cnccc23)cc1 | -4 | -5
53 | N[C@@H](Cc1ccc(Br)cc1)C(=O)N1CCC(c2nc(-c3ccncc3)no2)CC1 | 72* | 8
54 | COC(CNC(=O)COc1cccc2c1OC(C)(C)C2)OC | 11 | .
55 | O=C(Cc1cccs1)N/N=C\c1ccc[nH]1 | -6 | .
56 | CCn1c(C2NCCc3cc(OC)ccc32)nc2cc(F)c(-c3ccnc(N)n3)cc21 (configuration not stated) | 3 | -13
57 | COc1ccc2c(c1)C[C@@H](c1nc3ccc(-c4cn[nH]c4)cc3c(=O)[nH]1)NC2 | 5 | -2
58 | c1cncc(Nc2nc(NCc3nc4ccccc4[nH]3)c3ncn(-c4ccsc4)c3n2)c1 | 31 | -2
59 | O=S(=O)(NCc1ccccc1)c1ccc2c(c1)OCCCO2 | 7 | .
60 | NC(=O)c1ccc(-c2ncc(C(=O)NCc3cccnc3)s2)cc1 | 17 | -6
61 | OCCNc1nc(NC2CCN(Cc3ccccc3)CC2)nc2c1ncn2Cc1ccc(C(F)(F)F)cc1 | -1 | 7
62 | Cn1c(=O)oc2cc(NC(=O)c3cccc(-n4cc(NC(=O)Cc5ccccc5)cn4)c3)ccc21 | 6 | 23
63 | CC(=O)c1cccc(-c2nccc(N)n2)c1 | -3 | 0
64 | COc1ccccc1CNC(=O)C/C(C)=N/NC(=O)c1cccc(C)c1O | 0 | .
65 | c1nc(NC2CC2)c2[nH]c(-c3ccc4[nH]ccc4c3)nc2n1 | 12 | 1
66 | Cn1c(Nc2nc(NCCc3ccc(O)cc3)c3ncn(Cc4ccc(C(F)(F)F)cc4)c3n2)nc2ccccc21 | 6 | 6
67 | O=C(Nc1ccc(N2CCOCC2)cc1)c1cccc(Nc2ccc3ncccc3c2)c1 | 31 | 2
68 | CC(C)n1c(-c2cccc(N)c2)nc2c(NCCc3ccc(O)cc3)ncnc21 | -34 | -11
69 | O=C(NCCOc1ccccc1)c1ccnc(Nc2ccc3ncccc3c2)c1 | -7 | -6
70 | O=C(NCc1cccc(C(F)(F)F)c1)c1ccnc(-c2ccccc2)c1 | -18 | -7
71 | N[C@H](Cc1ccc(F)c(F)c1)c1nc2ccc(-c3ccncc3)cc2[nH]1 | -8 | 2
72 | CN(C)CCCOc1ccc2c(c1)CC(C(=O)Nc1ccc(-c3cn[nH]c3)cc1)CO2 (configuration not stated) | -14 | -15
73 | Cc1ccc(/C=C(/C#N)C(=O)NC2CCCC2)cc1 | -2 | .
74 | CCNc1cc(Nc2ccc(NC(C)=O)cc2)ncn1 | 4 | 3
75 | CN(C)CCC(c1ccccc1)c1ccccn1 (configuration not stated) | -2 | .

6 records picked at random from those above, as already listed:
# | molecule | ULK1 inh | ASK1 primary
58 | c1cncc(Nc2nc(NCc3nc4ccccc4[nH]3)c3ncn(-c4ccsc4)c3n2)c1 | 31 | -2
7 | CC(C)N(CCNc1ncnc2c1nc(-c1ccc(N3CCOCC3)nc1)n2C(C)C)C(C)C | -4 | 8
41 | COc1ccc(-c2nc(NCCc3ccc(O)cc3)c3ncn(Cc4ccc(C(F)(F)F)cc4)c3n2)cc1 | -67 | 1
37 | NC(=O)c1ccc(-c2nc(NCCCN3CCCC3=O)c3[nH]cnc3n2)cc1 | 1 | -2
21 | C#CCN1CCN(c2c(Cl)cccc2NC(=O)c2ccc([N+](=O)[O-])o2)CC1 | 6 | 2
48 | COc1ccc(-c2ncc(C)c(NCCN3CCOCC3)n2)cc1 | 4 | -7

Carrying on:
# | molecule | ULK1 inh | ASK1 primary
76 | COc1nc(Nc2ccc(N3CCOCC3)cc2)nc(-c2cccc(C(C)=O)c2)n1 | 1 | 10
77 | Cc1cccn2c(=O)c3c(nc12)CCN(C(=O)Nc1ccccc1)C3 | 4 | .
78 | c1ccc(-c2cc(N3CCc4ccccc4C3)nc(-c3ccncc3)n2)nc1 | -8 | .
79 | Nc1nc(-c2ccccc2)nc2c1ncn2-c1ccsc1 | -1 | -1
80 | COc1ccc(CCNC(=O)c2cnc(-c3ccc(N4CCN(C)CC4)cc3)s2)cc1 | -1 | -9
81 | CC(C)C(=O)CC(c1ccccc1)C1C(=O)NC(=O)NC1=O (configuration not stated) | -4 | .
82 | COc1ccc(-c2cccc(C(=O)NCCN(C(C)C)C(C)C)c2)cn1 | 6 | 0
83 | Cc1cc(NC2CC2)nc(-c2ccc(N3CCOCC3)nc2)n1 | 1 | -3
84 | Nc1ccc(S(=O)(=O)Nc2ncccn2)cc1 | 5 | .
85 | CC(=O)N(CN1C(=O)c2ccc([N+](=O)[O-])cc2C1=O)c1cccc(F)c1 | 12 | .
86 | CC(C)n1cnc2c(Nc3ccc4c(c3)OCO4)nc(NCc3ccc4c(c3)OCO4)nc21 | -11 | 40*
87 | Cc1cccc(CNC(=O)Nc2ccc(-c3cn[nH]c3)cc2OCCN2CCOCC2)c1 | -11 | 9
88 | c1ccc(Oc2ccccc2-c2ccnc(Nc3ccc(-n4cncn4)cc3)n2)cc1 | 4 | 13
89 | CCCNC(=O)c1cccc(N2CCCC(C(=O)N(CC)CC)C2)n1 (configuration not stated) | 28 | 8
90 | NC(=O)c1cnc(N2CCC(N3CCOCC3)CC2)s1 | -4 | -8
91 | COc1nc(N)nc(-c2csc3ccccc23)n1 | -7 | 3
92 | O=C(O)c1ccc2c(c1)CC(C(=O)Nc1ccc(-c3cn[nH]c3)cc1)CO2 (configuration not stated) | -4 | 9
93 | c1cc(-c2noc(C3CCCNC3)n2)ccn1 (configuration not stated) | -8 | -8
94 | COc1cc(Nc2nc(-c3c(C)nn(C)c3C)nc3c2ncn3C2CCCCC2)cc(OC)c1OC | -4 | 26
95 | O=C(NCCN1CCOCC1)C1CCN(c2ccc(Nc3ccc(-n4ccnc4)cc3)nn2)CC1 | 1 | -4
96 | O=C(Nc1nc(CC(=O)N2CCN(c3ccc(F)cc3)CC2)cs1)NC1CCCCC1 | -6 | .
97 | COc1cc2nc(Nc3ccncn3)nc(Nc3cc(OC)c(OC)c(OC)c3)c2cc1OC | -7 | 13
98 | CCN1CCc2nc(NC(=O)c3ccccc3Br)sc2C1 | -7 | .
99 | O=C(NC1CC1)c1csc(Nc2ccc3ncccc3c2)n1 | -7 | -21
100 | C/C=C/C(=O)Nc1cc(C)nn1-c1nc(C)c(C)c(=O)[nH]1 | -17 | .

The last 3 records of the part above are carried over, then new ones follow.
# | molecule | ULK1 inh | ASK1 primary
98 | CCN1CCc2nc(NC(=O)c3ccccc3Br)sc2C1 | -7 | .
99 | O=C(NC1CC1)c1csc(Nc2ccc3ncccc3c2)n1 | -7 | -21
100 | C/C=C/C(=O)Nc1cc(C)nn1-c1nc(C)c(C)c(=O)[nH]1 | -17 | .
101 | O=C(NCc1ccccc1)c1csc(NCc2cccnc2)n1 | -1 | 1
102 | CCc1c(C(=O)O)[nH]c2ccc(F)cc12 | 7 | .
103 | CCCNc1nc(-c2csc3ccccc23)nc2c1ncn2CCN1CCCC1=O | -60 | -10
104 | O=C(Nc1ccncc1)NC1CCNCC1 | -3 | -13
105 | Cn1ccc2cc(-c3ncc(C(=O)Nc4ccc(N5CCOCC5)cc4)s3)ccc21 | -4 | 14
106 | Nc1nc(-c2cccs2)nc2nc[nH]c12 | -10 | 5
107 | NC(=O)c1ccc(-c2ccc(C(=O)Nc3ccc(Oc4ccccc4)cc3)s2)cc1 | -11 | 18
108 | COc1ccc(CCNC(=O)c2cccc(Nc3ccccn3)n2)cc1 | 8 | -5
109 | Nc1nc(NCCO)cc(NCCN2CCOCC2)n1 | -18 | -13
